AddAB inh = less growth of phage-infected E. coli with AddAB; inhibition, % at 11.9 µM; E. coli expressing H. pylori AddAB, absorbance growth; AID 435030; hit rate 0.29% among 330,000; in the data active means inhibition above about 12%;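 further: 0% = vehicle wells of infected cells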
E coli growth = bacterial growth inhibition, counter-screen for AddAB inhibitors; E. coli V3065 growth, OD600 absorbance, 18 h; inhibition, % at 11.9 µM; hit rate 0.27% among 330,000; AID 449728;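 active means inhibition above the campaign's mean inhibition across all tested compounds plus 3 SD, cut at about 9.9% in these data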;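 further: uninfected addAB+ strain grown without phage in ampicillin broth; 0% = DMSO wells and 100% = ciprofloxacin 0.95 µg/ml wells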
Active calls of the source: *.

Start of the listing, in advance:
SMILES	AddAB inh	E coli growth
CC1=C(C(=O)Nc2ccccc2)C(c2ccco2)C(C#N)=C(SCc2ccccc2)N1 (stereo unspecified)	2.7	-0.3
CC(=O)N1C(=O)N(C)C2C1N(C)C(=O)N2C(C)=O (stereo unspecified)	2.4	1.2
COc1cc2nc(CN3CCN(C(c4ccccc4)c4ccccc4)CC3)[nH]c(=O)c2cc1OC	-0.1	3.1
O=c1c2[nH]c3ccc(Br)cc3c2ncn1Cc1ccncc1	-3.0	-3.6
COc1ccc(CNC(=O)CSc2nc3[nH]ncc3c(=O)n2-c2ccccc2Br)cc1	-0.7	0.4
CC(C(=O)Nc1ccccc1F)N1CCN(C)CC1 (stereo unspecified)	0.2	-1.7
CC(C)C(C)NC(=O)COC(=O)c1cc(S(=O)(=O)N(C)C)ccc1N1CCCC1 (stereo unspecified)	1.1	0.4

Main list (from the top)
SMILES	AddAB inh	E coli growth
CC1=C(C(=O)Nc2ccccc2)C(c2ccco2)C(C#N)=C(SCc2ccccc2)N1 (stereo unspecified)	2.7	-0.3
CC(=O)N1C(=O)N(C)C2C1N(C)C(=O)N2C(C)=O (stereo unspecified)	2.4	1.2
COc1cc2nc(CN3CCN(C(c4ccccc4)c4ccccc4)CC3)[nH]c(=O)c2cc1OC	-0.1	3.1
O=c1c2[nH]c3ccc(Br)cc3c2ncn1Cc1ccncc1	-3.0	-3.6
COc1ccc(CNC(=O)CSc2nc3[nH]ncc3c(=O)n2-c2ccccc2Br)cc1	-0.7	0.4
CC(C(=O)Nc1ccccc1F)N1CCN(C)CC1 (stereo unspecified)	0.2	-1.7
CC(C)C(C)NC(=O)COC(=O)c1cc(S(=O)(=O)N(C)C)ccc1N1CCCC1 (stereo unspecified)	1.1	0.4
O=C(Nc1ccccc1)Nc1ccc(O)c2ccccc12	2.6	-1.0
COc1cc(/C=C(\C#N)c2nc3c(s2)CCCC3)ccc1O	-0.6	0.6
CCOC(=O)c1cccc(NC(=O)c2c(N)n(C)c(=O)[nH]c2=O)c1	2.4	0.7
CCC(C)C(NC(N)=O)C(=O)NC1CCC(C)CC1 (stereo unspecified)	1.5	-0.1
O=C(Nc1nc(-c2ccccn2)cs1)c1ccc(S(=O)(=O)N2CCCCC2)cc1	-1.5	-6.4
CC(NC(=O)c1cc(-c2ccccc2)nc2ccccc12)C1CCCO1 (stereo unspecified)	2.0	-1.4
Cc1nnc2ccc(-c3ccc(NC(=O)c4ccc(Cl)nc4)cc3)nn12	-0.1	0.6
CC(Cc1ccc(O)c(O)c1)C(C)Cc1ccc(O)c(O)c1 (stereo unspecified)	3.8	0.9
CCc1nnc(NC(=O)CSc2ccc(-c3ccc(F)cc3)nn2)s1	4.9	-0.7
ONc1cccnc1-n1nc(C(F)(F)F)cc1C(F)(F)F	0.3	2.7
CCc1ccc(Nc2n[n+](-c3ccccc3)c(/C=C/c3ccccc3)s2)cc1	3.1	0.7
CCc1ccc(NC(=S)NNC(=O)c2ccccc2OC(F)F)cc1	-1.2	-2.6
CC12CCC(C(=Nc3ccc(N=C4C(=O)C5(C)CCC4C5(C)C)cc3)C1=O)C2(C)C	0.3	0.4

Part of the list above, comma-delimited:
structure,AddAB inh,E coli growth
CCc1ccc(Nc2n[n+](-c3ccccc3)c(/C=C/c3ccccc3)s2)cc1,3.1,0.7
O=C(Nc1ccccc1)Nc1ccc(O)c2ccccc12,2.6,-1.0
ONc1cccnc1-n1nc(C(F)(F)F)cc1C(F)(F)F,0.3,2.7
CC12CCC(C(=Nc3ccc(N=C4C(=O)C5(C)CCC4C5(C)C)cc3)C1=O)C2(C)C,0.3,0.4
CC(=O)N1C(=O)N(C)C2C1N(C)C(=O)N2C(C)=O (stereo unspecified),2.4,1.2
CC1=C(C(=O)Nc2ccccc2)C(c2ccco2)C(C#N)=C(SCc2ccccc2)N1 (stereo unspecified),2.7,-0.3

Continued.
SMILES	AddAB inh	E coli growth
CC1(C)CC[C@@]2(C(=O)O)C(C1)C1=CCC3[C@@]4(C)CC[C@H](O)C(C)(C)C4CC[C@@]3(C)[C@]1(C)C[C@H]2O (stereo partly specified)	3.8	-0.6
CCCCCCCC1=CC2=CC(=O)C(C)(OC(C)=O)C(=O)C2=CN1CCc1ccccc1 (stereo unspecified)	0.6	-3.3
CCN(CC)C(=O)C1=C(C)NC(=O)NC1c1ccccc1F (stereo unspecified)	1.3	4.0
O=C(Nc1ccc(S(=O)(=O)N2CCOCC2)cc1)c1ccc(CN2CCc3ccccc3C2)cc1	-0.5	2.2
Cn1c(=O)c2[nH]c(-c3ccccc3O)nc2n(C)c1=O	2.4	0.0
CCOC(=O)c1c(C)[nH]c(C(=O)Nc2ccc(C)c(Cl)c2)c1C	4.0	1.5
COc1ccccc1N1C(=O)C2ON(c3ccccc3)C(c3ccc(N(C)C)cc3)C2C1=O (stereo unspecified)	1.4	0.2
CN(C)c1nc(NCc2ccccc2)nc(N/N=C/c2ccccc2F)n1	-2.5	-0.9
Cc1sc(NC(=O)CN(C)C2CCCCC2)nc1-c1ccc2c(c1)CCN2S(=O)(=O)c1ccccc1	3.5	-1.8
Cc1nnc(NC(=O)CSc2ccc(-c3ccccn3)nn2)s1	9.5	9.9*
COc1ccc2oc(=O)c(C(=O)OCC(=O)c3ccc([N+](=O)[O-])cc3)cc2c1	1.6	-2.8
O=C1Nc2ccc(Br)cc2C1=Nc1ccc(-c2nnc3n2CCCCC3)cc1	2.5	2.6
C/C(N)=C(/C#N)C(=O)CSc1nc2ccccc2c(=O)n1-c1ccc(C)cc1	2.3	-0.2
CC(C)(C)c1ccc(C(CC(=O)O)NC(=O)Cc2ccc(F)cc2)cc1 (stereo unspecified)	0.2	-2.0
Cc1ccc(C(=O)N2CCN(c3ncnc4c(-c5ccccc5)nsc34)CC2)cc1	4.4	2.7
CC(C)Sc1nnc2n(CCc3ccccc3)c(=O)c3c4c(sc3n12)COC(C)(C)C4	2.7	2.5
O=S(=O)(c1ccccc1)N1CCN(c2nc(-c3cccs3)nc3ccccc23)CC1	-0.7	-0.3
COC(=O)C[C@](O)(CCCC(C)(C)O)C(=O)O[C@@H]1C(OC)=C[C@]23CCCN2CCc2cc4c(cc2[C@H]13)OCO4	-1.8	0.1
Cc1ccc(CN2C(=O)N/C(=C/c3ccc4c(c3)n(C)c(=O)n4C)C2=O)cc1	3.2	-0.2
O=c1c2ccccc2c(C=Nc2ccc(O)cc2)c(O)n1-c1nccs1	0.7	-0.9
CC(C)OCCCNC(=O)C(NS(=O)(=O)c1ccc2c(c1)c(=O)n(C)c(=O)n2C)c1ccccc1 (stereo unspecified)	0.6	-0.2
O=S(=O)(O)c1nc2ccccc2n1Cc1cccc2ccccc12	0.3	-1.9
O=C(NCC#CCSc1nnc(-c2cccc3ccccc23)o1)c1cccs1	12*	10*
COc1ccc(CCn2c(C)ccc2C)cc1OC	0.6	-0.1
C#CCOCCOCCOCCNc1nc(N2CCN(C(=O)[C@H](Cc3cc4ccccc4[nH]3)n3cc([C@@H](N)C(C)CC)nn3)CC2)nc(N2CCN(C(=O)[C@H](Cc3cc4ccccc4[nH]3)n3cc([C@@H](N)Cc4ccc(O)cc4)nn3)CC2)n1 (stereo partly specified)	2.4	6.2
O=C(O)c1nn(-c2ccccc2-c2n[nH]c(=O)[nH]c2=O)c(=O)[nH]c1=O	-0.5	-1.9
Cc1ccccc1OCCOc1ccccc1C=C(C#N)C#N	-0.6	0.3
O=C(N/N=C/c1cc([N+](=O)[O-])ccc1O)C1C2CCCCC21 (stereo unspecified)	0.1	-2.0
CC1(C)Oc2ccc3ccc(=O)oc3c2/C(=C/NCCN/C=C2\C(=O)C(C)(C)Oc3ccc4ccc(=O)oc4c32)C1=O	1.9	-1.8
CCCC(C)C(=O)OCC(=O)Nc1ccc(Br)cc1 (stereo unspecified)	2.3	0.8
Cc1nc2ccccc2n1CCc1nc2c3ccccc3nc(SCC#N)n2n1	2.1	-1.9
Cn1ccnc1SCC(=O)Nc1ccc2nc(SCC(=O)NC3CC3)sc2c1	2.4	0.2
Cc1ccc2c(c1)C1CCCC3C1N2CC(=O)N3Cc1ccccc1 (stereo unspecified)	0.5	-2.5
CCOc1ccc(NC(=S)N2CCn3c(nc4ccccc43)C2)cc1	21*	13*
CCCCCCN(C(=O)CCCCCN1C(=O)NC(c2ccc(-c3ccccc3)cc2)C(C(=O)OCc2ccccc2)=C1C)C(C(=O)NCCCC)c1ccc(OCC(=O)OC)cc1 (stereo unspecified)	1.4	0.5
O=c1c2c3nc4ccccc4nc3n(/N=C/c3ccncc3)c2ncn1-c1ccccc1	-0.2	-0.9
Cc1cccc(NC(=O)CSc2nc(C)c(Cc3ccccc3)c(=O)[nH]2)c1C	2.5	0.8
Cn1c(=O)c2c(SCC(=O)N3CCOCC3)nc(C3CCCCC3)nc2n(C)c1=O	4.0	-3.2
COCCNC(=S)N/N=C/c1ccc(OCc2ccc(C(=O)OC)cc2)c(OC)c1	-0.2	0.1
N#CC1=C(N)N2C(=C(C#N)C1c1ccccc1)Sc1ccccc12 (stereo unspecified)	1.9	2.7
Cc1ccc(CNc2ccc3c(c2)OCO3)c(C)c1	0.1	-3.2
Nc1ccc(C(=O)Oc2ccc([N+](=O)[O-])cc2)c(O)c1	-0.4	-1.1
Cc1ccc2cc3c(N)c(C(=O)N4CC(=O)Nc5ccccc54)sc3nc2c1	0.0	0.1
Cc1noc(C(=O)Nc2ccc(Cl)cc2)c1Cl	1.3	1.8
COc1cccc(C(=O)Nc2ccc3nc(N4CCN(c5ncccn5)CC4)cc(C)c3c2)c1OC	2.4	-2.0
O=C(NCCNC1CCN(Cc2ccccc2)CC1)c1cccs1	2.2	3.4
COc1ccc(O[C@H]2C=C[C@@H](c3ccccc3)O[C@@H]2CO/N=C(\C)CCN2CCc3nc(-c4ccccc4)c(-c4ccccc4)cc3C2)cc1	-0.8	-1.6
CCn1c(=N)c(S(=O)(=O)c2ccc(Cl)cc2)cc2c(=O)n3ccccc3nc21	-0.5	1.0
COC(=O)c1c(N2C(=O)[C@H]3[C@@H](C2=O)[C@]2(C(=O)Nc4ccccc42)N2CCC[C@@H]32)sc(C)c1C	2.4	0.2
[O-][n+]1onc2c1CCC(=N/O)/C2=N\Nc1ccccc1	-0.3	-0.5
CCOc1cc(/C=N/NC(=O)c2cc(C)[nH]n2)ccc1OC(=O)c1ccc([N+](=O)[O-])cc1	2.2	-0.7
CN1CCN(c2ccccc2NS(=O)(=O)c2ccc3c(c2)CCN3C(=O)C2CCC2)CC1	-0.7	-1.0
O=C(Oc1ccc([N+](=O)[O-])cc1)c1ccc(Cl)c(S(=O)(=O)N2CCCCC2)c1	3.1	1.5
CCCCCCC12CCC(C(=O)O)(CC1)CC2	2.5	0.9
CCO[C@H]1OC(C(=O)O)=C[C@@H](C2CC2)[C@@H]1CCCO	4.1	1.8
CC(C)c1ccccc1NC(=O)c1ccc(CN(c2ccccc2)S(=O)(=O)c2ccccc2)cc1	2.6	0.2
CC(=O)N1CCc2cc(C(=O)CN3CCCN(Cc4ccc(F)cc4)C3)ccc21	1.5	-0.4
CC(NC(=O)C1CCC(CNS(=O)(=O)c2ccccc2)CC1)c1ccc2c(c1)OCCO2 (stereo unspecified)	-3.3	-2.7
O=C(O)c1ccn[nH]1	2.4	-2.2
O=C(CC(Sc1ccc(Br)cc1)C(=O)O)c1ccc(Br)cc1 (stereo unspecified)	0.3	-3.4
Other compounds
SMILES	AddAB inh	E coli growth
Cc1n[nH]c(C)c1Sc1ccccc1N=Cc1cc([N+](=O)[O-])ccc1O	1.0	-0.8
CN1CCN(CC(O)c2ccccc2)CC1 (stereo unspecified)	1.5	2.7
O=c1[nH]cc(N=Cc2cc([N+](=O)[O-])ccc2O)c(=O)[nH]1	2.6	1.2
Cc1cccc2cc(COC(=O)c3cccc([N+](=O)[O-])c3)c(=O)[nH]c12	1.6	2.5
Oc1cccc(O)c1O	6.4	8.4
OC1(Cc2ccn[nH]2)CCCCC1	3.2	1.0
COc1ccccc1/C=C/C=N/NC(=O)c1ccc2nc[nH]c2c1	-1.7	1.6
CN(C)c1ccc(/C=N/NC(=O)CN2CCN(c3ccc(F)cc3)CC2)cc1	0.4	2.9
C#CCOCCOCCOCCNc1nc(N2CCN(C(=O)C([C@@H](C)CC)n3cc(C(N)COC(=O)C(F)(F)F)nn3)CC2)nc(N2CCN(C(=O)[C@H](CCCCN)n3cc(C(N)CC(C)C)nn3)CC2)n1 (stereo partly specified)	4.6	-3.4
CC1(OC(=O)c2cnc3ccccc3n2)C(=O)C=C2C=C(C3CC3)OC=C2C1=O (stereo unspecified)	1.9	-0.8
O=C(c1ccccc1)[C@H]1[C@H](c2ccccc2)[C@@]2(N=C(c3ccccc3)OC2=O)C2c3ccccc3C=NN21 (stereo partly specified)	3.2	-2.3
COc1ccccc1N1CCN(C(=O)COc2ccc(S(=O)(=O)NC(C)(C)C)cc2)CC1	2.5	-0.1
O=[N+]([O-])c1cccc(-c2n[nH]c(=S)n2-c2ccccc2)c1	-0.4	-0.6
COc1ccccc1-c1cc(C(=O)N2CCc3ccccc3C2)c2ccccc2n1	2.5	-4.4
C=C1[C@@H](O)[C@@H]2O[C@]3(CC[C@H](/C=C/[C@@H](C)[C@@H]4CC(C)=CC5(O[C@H](C[C@@](C)(O)C(=O)OC)CC[C@H]5O)O4)O3)CC[C@H]2O[C@@H]1[C@@H](O)C[C@H](C)[C@H]1OC2(CCCCO2)CC[C@H]1C (stereo partly specified)	-2.7	-0.9
O=C1C=CC(=O)N1c1ccc(Sc2ccc([N+](=O)[O-])cc2)cc1	-0.2	-1.4
N#CC1=C(N)C(C#N)(C#N)C(c2cccnc2)C2CCCC=C12 (stereo unspecified)	3.5	-1.6
COc1ccc2cc(/C(C)=N/NC(=S)Nc3cc(S(=O)(=O)N4CCOCC4)ccc3N3CCOCC3)ccc2c1	-1.0	-2.8
O=C(Oc1cccc(O)c1)C1CCCCC1	3.3	1.7
Cc1ccc(-n2c(SCC(=O)N3CCCC3)nc3c(c2=O)SCC3)cc1	2.3	0.3

Screening data as filed in PubChem.

This is a subset; the hit share may differ from the screen's.
